# PAFAH2 inh: PAFAH2 (human) inhibition; Q99487; recombinant PAFAH2, FP-rhodamine activity probe, fluorescence polarization; inhibition, % at 3.39 µM; 0.99% of 340,000 active;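 active = inhibition above the mean over all tested compounds plus 3 SD, cut at about 30% in these data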;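 also: inhibitors block probe labeling of enzyme so polarization drops; 0% = enzyme with DMSO and 100% = wells lacking PAFAH2 protein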
# Fam108B counter: Fam108B inhibition, counter-screen for RBBP9 inhibitors | 0.33% of 300,000 active | AID 1947 | recombinant Fam108B, FP-Rh probe fluorescence polarization | inhibition, % at 9.51 µM;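 active = inhibition above the screen mean inhibition plus 3 SD, computed separately per campaign, cut at about 18% in these data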;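 also: inhibitors lower polarization as less probe binds the enzyme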
# PAD4 FP inh: PAD4 (human) enzyme inhibition; Q9UM07; recombinant PAD4, RCA probe fluorescence polarization; inhibition, % at 6.36 µM; 0.41% of 330,000 active; AID 485272;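 active = percent inhibition above a cutoff equal to the mean of all tested compounds plus 3 SD, cut at about 15% in these data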;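 also: 0% = PAD4 with RCA probe and DMSO and 100% = probe without PAD4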
# PAFAH1B3 FP inh: PAFAH1B3 (human) inhibition. recombinant PAFAH1B3, FP-rhodamine probe, fluorescence polarization. 0.28% of 340,000 active. Q15102. inhibition, % at 3.39 µM;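 active = inhibition above the screen-wide average of all tested compounds plus 3 SD, cut at about 25% in these data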;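 also: 0% = enzyme with DMSO only and 100% = wells lacking PAFAH1B3 protein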
# LYPLA1 inh: LYPLA1 (human) inhibition in PME1 counter-screen; AID 2174; O75608; recombinant LYPLA1, FP-Rh probe fluorescence polarization; 0.16% of 320,000 active; inhibition, % at 5.9 µM;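 active = inhibition above the mean of all tested compounds plus 3 SD, set per campaign, cut at about 14% in these data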;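 also: inhibitors block serine hydrolase probe labeling of LYPLA1 so polarization falls; 0% = enzyme with DMSO and 100% = wells lacking LYPLA1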
# Target sequence (O75608 whole entry, looked up): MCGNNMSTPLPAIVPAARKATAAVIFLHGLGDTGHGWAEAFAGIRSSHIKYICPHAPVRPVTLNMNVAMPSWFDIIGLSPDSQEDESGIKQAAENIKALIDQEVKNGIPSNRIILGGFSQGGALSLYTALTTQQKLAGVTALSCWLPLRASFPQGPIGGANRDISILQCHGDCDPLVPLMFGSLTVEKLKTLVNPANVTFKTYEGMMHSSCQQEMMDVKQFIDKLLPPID
# pPAFAH FP inh: inhibitors of human plasma PAF acetylhydrolase (pPAFAH); Q13093; 1.5% of 330,000 active; AID 463082; inhibition, % at 3.39 µM; recombinant pPAFAH, FP-rhodamine probe fluorescence polarization;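 active = inhibition above the mean inhibition across the screen plus 3 SD, cut at about 25% in these data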;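 also: inhibitors block binding of the rhodamine activity-based probe so polarization drops; 0% = enzyme with DMSO and 100% = wells lacking pPAFAH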
# GSTO1 inh: counter-screen for RBBP9 inhibitors: inhibitors of human GSTO1; P78417; recombinant GSTO1, activity-based probe fluorescence polarization; inhibition, % at 5.96 µM; 1.1% of 300,000 active; AID 1974;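 active = inhibition above the campaign mean inhibition plus 3 SD, cut at about 35% in these data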;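 also: 0% = GSTO1-1 with DMSO and 100% = wells lacking GSTO1-1 enzyme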
# PME-1 inh: blocks human protein phosphatase methylesterase 1; AID 2130; 0.53% of 320,000 active; inhibition, % at 5.9 µM; recombinant PME-1, FP-Rh probe fluorescence polarization; Q9Y570;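 active = inhibition above the campaign mean of all compounds plus 3 SD, cut at about 26% in these data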;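 also: competitive labeling of PME-1 active site by serine hydrolase directed probe; 0% = PME-1 with DMSO and 100% = wells lacking PME-1 enzyme; inhibitors block probe labeling so polarization falls and inhibition rises; many of its hits are not listed in these tables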
# Target sequence (Q9Y570 whole entry, looked up): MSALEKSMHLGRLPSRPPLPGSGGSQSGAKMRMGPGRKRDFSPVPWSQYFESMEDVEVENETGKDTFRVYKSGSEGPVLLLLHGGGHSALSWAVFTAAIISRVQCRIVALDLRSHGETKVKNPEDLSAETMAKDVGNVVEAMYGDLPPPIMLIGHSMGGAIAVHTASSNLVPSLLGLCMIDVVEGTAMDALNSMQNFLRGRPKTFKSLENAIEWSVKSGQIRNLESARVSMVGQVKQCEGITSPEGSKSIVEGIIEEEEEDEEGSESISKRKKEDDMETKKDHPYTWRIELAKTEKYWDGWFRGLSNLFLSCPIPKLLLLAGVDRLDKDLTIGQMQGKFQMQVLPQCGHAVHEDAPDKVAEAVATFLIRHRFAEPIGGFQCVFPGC
# PAFAH1B2 FP inh: blocks human PAF acetylhydrolase 1b catalytic subunit 2; recombinant PAFAH1B2, FP-rhodamine activity probe, fluorescence polarization; inhibition, % at 3.39 µM; 1.2% of 340,000 active; AID 492953;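 active = inhibition above the mean of all tested compounds plus 3 SD, cut at about 24% in these data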;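 also: 0% = enzyme with DMSO and 100% = wells lacking PAFAH1B2; many of its hits are not listed in these tables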
# Target sequence (P68402 whole entry, looked up): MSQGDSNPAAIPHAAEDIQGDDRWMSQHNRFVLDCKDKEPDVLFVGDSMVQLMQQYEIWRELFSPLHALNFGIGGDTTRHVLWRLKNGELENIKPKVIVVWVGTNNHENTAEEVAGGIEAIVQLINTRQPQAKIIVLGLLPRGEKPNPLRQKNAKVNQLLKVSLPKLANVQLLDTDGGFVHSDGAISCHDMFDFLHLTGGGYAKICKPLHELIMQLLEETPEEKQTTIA
# * = called active by the depositor; . = no result given. The list is partial; rates above refer to the full screens.
canonical_smiles	PAFAH2 inh	Fam108B counter	PAD4 FP inh	pPAFAH FP inh	GSTO1 inh	PAFAH1B2 FP inh	PME-1 inh	LYPLA1 inh	PAFAH1B3 FP inh
O=C(O)c1ccc(N2CC3CC(C2)c2cccc(=O)n2C3)c(NC(=S)Nc2ccc(Br)cc2)c1 (stereo not drawn)	3	-4	1	15	1	2	-1	0	13
COc1cccc(-c2nc(=S)c3c(n2CCCO)CCCC3)c1	0	-4	0	-8	4	-4	-1	4	0
CCOc1ccc(C(=O)Nc2ccc(N3CCN(C)CC3)cc2)cc1[N+](=O)[O-]	3	3	-4	2	-10	7	-11	0	6
COCCNC(=O)c1ccc(N(C)S(=O)(=O)c2ccc(OC)c(OC)c2)cc1	-6	-2	2	1	9	-4	-9	1	5
COc1ccc2nc3oc(C(=O)N4CC(C)CC(C)C4)cc3cc2c1 (stereo not drawn)	0	2	-2	2	3	6	3	2	13
CCOc1ccc(NC(=O)CCS(=O)(=O)c2ccc(Br)cc2)cc1	-6	-2	-5	3	3	6	5	-4	5
Cc1sc2c(c1C)C(O)=C(C(=O)Nc1ccccc1)S(=O)(=O)N2C	12	3	2	-4	-28	6	2	-3	6
CN(C)C(=O)C1C2NC(=S)N(c3ccccc3)C1(C)Oc1ccccc12 (stereo not drawn)	-2	-20	-6	9	-5	0	1	1	3
C=CCn1c(CSc2nc3ccccc3s2)nnc1SCC(=O)NCc1cccnc1	-18	-1	-1	3	3	2	-1	3	-6
C=CCn1c(SCC(=O)c2[nH]c(C)c(C(=O)OCC)c2C)nc2scc(-c3ccccc3)c2c1=O	-3	-2	-2	-3	0	-8	1	-3	4
CCc1ccc(CNC(=O)CCS(=O)(=O)Cc2ccc(C)cc2)cc1	7	-5	-1	6	5	8	-2	-3	5
Cc1cc(C(=O)N(C2CCCCC2)C2CCCCC2)no1	7	1	-5	6	-5	0	-3	-1	4
Cc1cccc(C(=O)NCC(=O)NNC(=O)c2ccccc2O)c1	8	-1	-1	4	25	6	-6	1	7
CC1(c2cccc(Br)c2)NC(=O)N(CC(=O)c2ccc3c(c2)OCCO3)C1=O (stereo not drawn)	2	.	-1	38*	.	7	.	.	-1
Cc1cccc(NC(=S)NCc2ccccn2)c1	5	-5	-8	2	2	-4	4	-1	5
Cc1ccc(S(=O)(=O)N2CCN(C(=O)CCC(=O)NC3CCCc4ccccc43)CC2)cc1 (stereo not drawn)	0	2	-3	6	7	2	1	-1	3
O=C(CCCn1c(=O)[nH]c2ccsc2c1=O)N1CCN(c2ccccn2)CC1	-12	10	5	-2	4	-1	4	1	-6
CS(=O)(=O)N(Cc1ccccc1Cl)c1ccc(C(=O)N2CCCC2)cc1	-2	5	-2	3	2	0	0	-1	-7
Cc1ccc(CN2CC(=O)N3[C@H]4c5ccccc5OC[C@@H]4[C@H](c4ccccc4)[C@]3(C)C2=O)cc1	7	.	-1	-4	.	5	0	0	1
CCOc1ccc(S(=O)(=O)N2CCCCC2)cc1NC(=O)c1cccnc1OCC	5	.	-6	6	.	1	.	.	6
Cc1ccccc1CNC(=O)CC1C(=O)NCCN1Cc1c(F)cccc1Cl (stereo not drawn)	2	-2	-3	0	4	2	-1	1	2
COc1ccccc1C(O)(C(=O)NNc1ccccc1C)c1ccccc1OC	-2	4	-4	-2	2	-1	0	2	3
COc1cccc(N=Cc2ccc(O)cc2O)c1	2	9	6	9	2	2	0	0	2
Cc1ccccc1NC(=S)N(CCCN1CCOCC1)Cc1cccnc1	-6	5	4	0	1	-1	-8	-5	0
CCC(=O)N1CCc2cc(S(=O)(=O)CCC(=O)Nc3cccc(C)n3)ccc21	-4	1	1	3	7	0	0	3	12
Cc1c(-c2cccc(Cl)c2)nc2ccccc2c1C(=O)OCC(=O)Nc1ccc2c(c1)OCO2	-28	-2	-7	3	-7	-6	-2	-12	-10
Cc1cc(-c2nnc(SCC(=O)NC3CC3)n2C(C)C)cs1	4	-3	2	-6	-1	0	-5	-2	9
O=C(NC1CCCCCC1)c1cccnc1Sc1ccccc1	1	-9	-5	4	-5	5	-6	-1	7
Cc1ccc(S(=O)(=O)N2CCOCC2)c(C)c1NS(C)(=O)=O	-2	3	2	2	2	2	0	2	-8
CCN(CC)S(=O)(=O)c1ccc(/C=C/C(=O)OCC#N)cc1	14	1	-3	8	6	1	5	0	-6
CC(=O)c1cccc(CN2CCN(Cc3ccccc3)C(CCO)C2)c1 (stereo not drawn)	1	1	-2	2	3	-1	1	-2	8
C=CCn1c(C)csc1=Nc1ccccc1C	2	-2	-2	3	4	5	3	2	14
S=c1[nH]nc(-c2ccco2)n1Cc1ccccc1	-5	0	0	5	7	3	-3	4	4
C/C(Cn1nnc([N+](=O)[O-])n1)=N\NC(=O)c1ccc(Cl)c(Cl)c1	3	3	7	2	14	0	5	-2	4
Cc1ccc(C(C(=O)NC(C)(C)C)N(Cc2ccco2)C(=O)CCC(=O)Nc2ccccn2)cc1 (stereo not drawn)	7	2	1	-3	9	3	-4	-4	-1
COc1ccc(S(=O)(=O)N2CCCc3ccccc32)cc1[N+](=O)[O-]	3	1	0	6	-1	13	-5	-1	9
COc1cccc(-c2nc(CS(=O)(=O)CC(=O)Nc3ccc(C(C)=O)cc3)c(C)o2)c1	1	0	4	2	-4	1	0	-4	3
CCOC(=O)C1CCCN(c2c(NCC3CCCO3)c(=O)c2=O)C1 (stereo not drawn)	-4	-1	-1	2	5	-1	-1	-2	-6
Cc1ccc(-c2cc(C(=O)N/N=C/c3cccnc3)n[nH]2)o1	-8	-4	3	-2	1	-2	-13	-5	0
Nc1ccc(S(=O)(=O)NC2(C(F)(F)F)NC(=O)N(c3ccccc3F)C2=O)cc1 (stereo not drawn)	-4	-1	-6	0	5	12	-2	3	10
O=C(Nc1ccc(F)cc1F)NC1CCN(Cc2c(F)cccc2Cl)CC1	8	-2	-1	-5	-7	4	-2	-1	10
S=C1SCN(Cc2cccnc2)CN1Cc1cccnc1	3	-3	2	-2	2	4	4	0	15
CCC1CCCCN1CC(=O)Nc1ccc2c(c1)OCCO2 (stereo not drawn)	1	.	-3	7	.	-5	4	2	2
Cc1ccc(C2CC(c3cccs3)=NN2S(=O)(=O)c2ccc(C)cc2)cc1 (stereo not drawn)	-4	-2	-1	3	0	4	-2	-2	-2
Cc1csc(/N=C/c2ccc([N+](=O)[O-])cc2)n1	7	-1	-5	7	-4	-1	-9	-6	5
COc1ccc(CNC(=O)COc2ccc(C(=O)c3ccc(F)cc3)cc2)cc1	1	1	-1	11	-1	4	-3	-3	-8
CCCCOc1ccc([N+](=O)[O-])cc1C(=O)O	-4	3	-4	-6	2	6	-4	0	8
Cc1cc(O)cc(C)c1NS(=O)(=O)c1ccc2ccccc2c1	0	-6	-1	-1	-4	0	-5	-4	5
CNC(=O)CCCN1C(=O)c2ccccc2Sc2ncccc21	-10	-2	3	2	1	2	-2	4	5
Cc1cc(Nc2ccc3c(c2)OCCO3)n2ncnc2n1	-1	0	1	1	5	4	3	-6	7
CCCn1c(NCc2cccc(OC)c2OC)nc2ccccc21	5	0	0	4	2	5	0	-1	3
COc1ccc(Cc2nnc(N/N=C/c3ccc(O)cc3)[nH]c2=O)cc1OC	1	-4	-8	2	-7	0	-5	-3	12
CCC(=O)N1CCc2cc(Br)cc(S(=O)(=O)CC(=O)OC)c21	-3	-1	0	1	11	4	-1	-1	3
Cc1nc2cc(C(=O)O)ccc2n1-c1ccc(F)cc1F	-2	4	2	1	5	4	-1	1	-1
O=C1OC2(O)C3C4C=CC(C4)C3C(=O)N2c2ccccc21 (stereo not drawn)	3	2	2	0	7	0	-1	-1	2
CCCCOCCCNC(=O)c1c(-c2ccccc2)noc1C	-1	1	-1	1	13	2	-4	3	5
COc1ccc(-c2cc(C(=O)NCCCN3CCOCC3)c3cc(C(C)C)ccc3n2)cc1	2	4	0	3	2	15	9	2	2
Cc1ccc(-c2csc(N(CCO)CCCn3c(C(F)(F)F)nc4ccccc43)n2)cc1	-6	1	4	2	10	1	13	2	3
Cc1cccc(NS(=O)(=O)c2cccc(C(=O)NCC(C)(C)N3CCOCC3)c2)c1	-1	-7	-4	21	-3	4	-2	-1	1
COC(=O)c1nc2nc(C)cc(C(F)(F)F)n2n1	-10	2	-1	0	6	3	7	1	9
Cc1ccccc1NC(=O)c1cn2c(nc3ccccc32)c(C#N)c1C	-1	1	1	5	1	2	5	2	9
COc1ccc(C)cc1NS(=O)(=O)c1ccc(NC(=O)CN(c2cc([N+](=O)[O-])ccc2C)S(C)(=O)=O)cc1	-18	-24	1	-7	-5	-5	-39	-32	-12

# Retrieved one by one from the list above:
canonical_smiles	PAFAH2 inh	Fam108B counter	PAD4 FP inh	pPAFAH FP inh	GSTO1 inh	PAFAH1B2 FP inh	PME-1 inh	LYPLA1 inh	PAFAH1B3 FP inh
Cc1cccc(NS(=O)(=O)c2cccc(C(=O)NCC(C)(C)N3CCOCC3)c2)c1	-1	-7	-4	21	-3	4	-2	-1	1
CCC1CCCCN1CC(=O)Nc1ccc2c(c1)OCCO2 (stereo not drawn)	1	.	-3	7	.	-5	4	2	2

# In the list so far, these have two or more sulfur atoms:
canonical_smiles	PAFAH2 inh	Fam108B counter	PAD4 FP inh	pPAFAH FP inh	GSTO1 inh	PAFAH1B2 FP inh	PME-1 inh	LYPLA1 inh	PAFAH1B3 FP inh
Cc1sc2c(c1C)C(O)=C(C(=O)Nc1ccccc1)S(=O)(=O)N2C	12	3	2	-4	-28	6	2	-3	6
C=CCn1c(CSc2nc3ccccc3s2)nnc1SCC(=O)NCc1cccnc1	-18	-1	-1	3	3	2	-1	3	-6
C=CCn1c(SCC(=O)c2[nH]c(C)c(C(=O)OCC)c2C)nc2scc(-c3ccccc3)c2c1=O	-3	-2	-2	-3	0	-8	1	-3	4
Cc1cc(-c2nnc(SCC(=O)NC3CC3)n2C(C)C)cs1	4	-3	2	-6	-1	0	-5	-2	9
Cc1ccc(S(=O)(=O)N2CCOCC2)c(C)c1NS(C)(=O)=O	-2	3	2	2	2	2	0	2	-8
S=C1SCN(Cc2cccnc2)CN1Cc1cccnc1	3	-3	2	-2	2	4	4	0	15
Cc1ccc(C2CC(c3cccs3)=NN2S(=O)(=O)c2ccc(C)cc2)cc1 (stereo not drawn)	-4	-2	-1	3	0	4	-2	-2	-2
COc1ccc(C)cc1NS(=O)(=O)c1ccc(NC(=O)CN(c2cc([N+](=O)[O-])ccc2C)S(C)(=O)=O)cc1	-18	-24	1	-7	-5	-5	-39	-32	-12

# Bioassay records from PubChem.
